Compound activity from PubChem.
MT1-MMP txn act: MT1-MMP promoter reporter activation – cell-based, luciferase luminescence, primary screen; activation factor at 10 µM; 86,000 compounds, 0.16% hits; HT1080 MT1-MMP promoter luciferase reporter, overnight; active compounds read high;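 active = activation factor of at least 2 for MT1-MMP transcription at 10 µM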
PTK2B oligo ant: antagonists of Pyk2 self-association, primary screen, Q293 cells, FERM NanoBiT luminescence, HTS | Protein-tyrosine kinase 2-beta (Homo sapiens), Q14289 | active compounds read low | z-score (the deposit names both 25 µM and 10 µM) | 99,000 compounds, 0.83% hits;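 active = Z-score of -3 or lower, scaled per plate to the spread of control and sample wells; inactive = z-score above -3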;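 also: negative z-score means lost luminescence so less FERM oligomerization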
CYP2C9 inh: blockers of cytochrome P450 2C9 activity – biochemical, luminescence, ADME assay, primary screen; P11712; CYP2C9 Supersomes, luciferin-H conversion; inhibition, % at 5 µM; 96,000 compounds, 20% hits; AID 777, 2007;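 active = blocking of liver enzyme CYP2C9 beyond about 50% at 5 µM, limit read from the data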; also: values of inactives mirror those of a sister screen read the other way
CYP2C19 act: human CYP2C19 activators, primary screen, biochemical, luminescence. activation factor at 5 µM. recombinant CYP2C19, luciferin-H EGE luminescence; active compounds read high; 0 = fully inhibited enzyme, 1 = untreated enzyme. Cytochrome P450 2C19 (Homo sapiens), P33261. 96,000 tested, under 10 active;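 active = activation factor of at least 2 at 5 µM in the primary screen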;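 also: 0 = wells with 2.5 mM tranylcypromine and 1 = vehicle-only wells; values of inactives mirror those of a sister screen read the other way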
CD11b adhes inh: inhibitors of CD11b/CD18 adhesion to fibrinogen, primary screen, K562 cells, luminescence; AID 1497, 2009; 93,000 compounds, 0.54% hits; Integrin beta-2 (Homo sapiens) + Integrin alpha-M (Homo sapiens), P05107+P11215; ATPlite luminescence; Mn2+ added to activate the integrin; inhibition, % at 10 µM;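 active = primary inhibition of 50% or more at 10 µM, then 40% or more on retest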; also: some results filed as inactive read as strong as hits
Mac1 fbg enh: enhancers of CD11b/CD18 adhesion to fibrinogen, primary screen, K562 cells, luminescence; Integrin beta-2 (Homo sapiens) + Integrin alpha-M (Homo sapiens), P05107+P11215; ATPlite luminescence; activation, % at 10 µM; 93,000 compounds, 0.07% hits; AID 1499, 2009;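 active = 10 µM primary screen giving 50% or more activity, confirmed by 40% or more on retest at that dose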; also: strong numbers were not always called active; reference of the scale not given here
CYP2C9 act: human CYP2C9 activators, primary screen, biochemical, luminescence. Cytochrome P450 2C9 (Homo sapiens), P11712. recombinant CYP2C9, luciferin-H conversion; active compounds read high; factor 1 = untreated enzyme, 0 = blocked. activation factor at 5 µM. 96,000 compounds, 1.4% hits. AID 1024, 2008;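 active = activation factor of 2 or more for CYP2C9 at a 5 µM dose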;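 also: 0 = sulfaphenazole-blocked wells and 1 = vehicle-only wells; values of inactives mirror those of a sister screen read the other way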
CYP2C19 inhib: blockers of cytochrome P450 2C19 activity – biochemical, luminescence, ADME assay, primary screen. 96,000 compounds, 21% hits. P33261. CYP2C19 Supersomes, luciferin-H EGE luminescence, 30 min. inhibition, % at 5 µM;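 active = CYP2C19 inhibition above a set limit at 5 µM in the primary screen, cut at about 50% in these data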;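 also: plate controls were negative control wells for no effect and 2.5 mM tranylcypromine positive control for full effect; values of inactives mirror those of a sister screen read the other way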
PLAP act: PLAP enzyme activators, biochemical, luminescence, HTS; Alkaline phosphatase, placental type (Homo sapiens), P05187; purified PLAP enzyme, luminescent substrate read-out; active compounds read high; activation fold at 20 µM; 96,000 compounds, 1.2% hits; AID 696, 2007; in the data active = activation fold above about 2
Target sequence (P05187 whole entry, looked up): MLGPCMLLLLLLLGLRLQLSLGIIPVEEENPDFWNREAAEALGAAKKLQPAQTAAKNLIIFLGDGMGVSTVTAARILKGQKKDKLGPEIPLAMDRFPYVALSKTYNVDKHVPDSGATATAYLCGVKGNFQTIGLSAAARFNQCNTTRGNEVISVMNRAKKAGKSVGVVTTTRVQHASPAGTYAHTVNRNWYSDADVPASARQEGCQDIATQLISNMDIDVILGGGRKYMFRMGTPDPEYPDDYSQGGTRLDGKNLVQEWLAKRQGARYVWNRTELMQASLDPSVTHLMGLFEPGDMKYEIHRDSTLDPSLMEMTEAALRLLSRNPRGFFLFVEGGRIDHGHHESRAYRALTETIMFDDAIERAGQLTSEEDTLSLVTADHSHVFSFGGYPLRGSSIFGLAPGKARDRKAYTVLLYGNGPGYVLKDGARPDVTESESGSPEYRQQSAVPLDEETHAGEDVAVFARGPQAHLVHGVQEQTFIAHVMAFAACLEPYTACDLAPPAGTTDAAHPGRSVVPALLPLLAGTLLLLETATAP
Active calls of the source: *; x = not tested or not shown.

#	Structure	MT1-MMP txn act	PTK2B oligo ant	CYP2C9 inh	CYP2C19 act	CD11b adhes inh	Mac1 fbg enh	CYP2C9 act	CYP2C19 inhib	PLAP act
1	O=C(NCCCNCCCNC(=O)c1ccccn1)c1ccccn1	1.2	1.53	-1.6	0.9	-17.5	-4.2	1	6.2	1.1
2	Cc1ccc2c(c1)N(CC(=O)NC1CCC(C)CC1)C(=O)CO2 (centres undefined)	1.2	-0.62	-6.5	0.4	-10.8	-0.9	1.1	62.0*	0.9
3	O=C(C1CCCN(S(=O)(=O)Cc2ccccc2)C1)N1CCc2ccccc21 (centres undefined)	1.2	0.77	7.8	0.8	-17.0	0.7	0.9	24.1	1.2
4	C=CCOc1c(Br)cc(CNn2nnnc2N)cc1OCC	1.1	0.24	6.2	0.6	-42.9	0.3	0.9	37.3	1
5	CCN(CC)C(=O)CSc1nnc(-c2ccncc2)n1N	1.1	0.34	-3.7	1	x	x	1	-0.1	1
6	O=C(Nc1cccc(S(=O)(=O)N2CCOCC2)c1)c1ccco1	x	-0.12	-7.8	0.3	9.5	0.4	1.1	75.0*	1.1
7	COCCCN1C(=O)C(=O)/C(=C(/O)c2ccccc2)C1c1ccc(N(C)C)cc1 (centres undefined)	1.2	0.19	12.1	1.2	11.4	-1.8	0.9	-16.2	1
8	COc1ccc(CC(=O)Nc2ccc(C(=O)NCC(C)C)cc2)cc1	x	0.05	3.2	0.8	1.6	-5.9	1	16.8	0.8
9	COc1ccc(C(=O)N2CCCC2)cc1	1.3	0.23	-4.8	1	-8.9	2.6	1	2.9	0.9
10	Cc1cccn2c(=O)c3cc(C#N)c(=O)n(Cc4cccnc4)c3nc12	1.1	0.73	-1.5	1.1	19.7	-5.0	1	-12.3	1.1
11	O=C(ONc1ccc(N=NC(=O)c2ccccc2O)cc1)c1ccccc1	1.2	-0.01	71.0*	0.2	14.0	97.1	0.3	84.3*	1
12	CCC(C)NC(=O)CC1Oc2ccc(Cl)cc2NC1=O (centres undefined)	0.9	x	-21.1	1	-7.2	5.9	1.2	4.6	0.8
13	CC(=O)N(CC(C)(C)CC=C(C)C)c1ccccc1	1.2	x	13.1	0.5	10.4	0.1	0.9	51.5*	1.2
14	COCCCNC(=O)CN(C1CCCCC1)S(=O)(=O)c1ccc(C)cc1	1.1	-0.02	21.2	0.8	6.5	-4.9	0.8	15.5	1.3
15	Cc1csc(NC(=O)CSc2ncnc3c2cnn3-c2ccccc2Cl)n1	0.9	-1.84	90.0*	0.1	13.0	3.6	0.1	89.5*	1.4
16	COc1ccc(C(=O)O)cc1S(=O)(=O)Nc1cccc(C)c1	1	0.29	-9.8	1.1	5.7	3.8	1.1	-12.8	1.2
17	COC(=O)c1sc(Nc2ccccc2)nc1C	1.9	-0.75	29.0	0.4	-4.9	-0.4	0.7	58.3*	1.1
18	Brc1cccc(C2CC(c3ccccc3)n3nnnc3N2)c1 (centres undefined)	1	-0.87	80.3*	0.2	-28.7	-2.3	0.2	77.6*	1
19	O=C(NCc1ccco1)C(C(=O)c1ccccc1)n1ccccc1=O (centres undefined)	1.1	-0.65	-11.6	0.9	5.2	-0.4	1.1	7.3	0.9
20	CN(C)S(=O)(=O)c1ccc(C(=O)Oc2cc(=O)[nH]c3ccccc23)cc1	1.1	-0.78	11.7	0.9	21.2	1.4	0.9	14.3	1
21	CC1CCN(Cc2nc3c(c(=O)n(C)c(=O)n3C)n2CCCc2ccccc2)CC1	1.2	0.58	40.0	0.9	-4.0	-1.7	0.6	7.3	1.5
22	OCCN(/C=N/c1nc(-c2ccc(Br)cc2)cs1)CCO	x	-0.72	29.6	1	-13.4	-2.0	0.7	-0.5	1.1
23	O=C(Cn1cc(C(F)(F)F)ccc1=O)N1CCN(S(=O)(=O)c2ccccc2)CC1	1.2	0.04	-23.2	1.1	-3.4	7.0	1.2	-10.3	1.1
24	Brc1c(CSc2nncn2-c2ccccc2)nc2ncccn12	1.1	2.77	-6.5	0.8	4.1	-0.1	1.1	21.0	1
25	CCCNC(=O)NC(=O)CSc1nc2ccccc2n1CC(C)C	1.2	-1.16	53.4*	0.1	-4.6	-3.7	0.5	87.9*	1.5
26	CCOC(=O)C1CCCN(S(=O)(=O)c2c(C)c(C)cc(C)c2C)C1 (centres undefined)	1.1	-0.47	-35.4	0.1	7.4	0.0	1.4	86.6*	1.3
27	CC(C)c1nc2ccc(C(=O)O)cc2[nH]1	1.4	0.58	5.8	0.9	-2.1	-2.5	0.9	12.1	0.9
28	CC(C)(C)NC(=O)C(c1ccncc1)N(Cc1cccs1)C(=O)Cn1nnc(-c2cccs2)n1 (centres undefined)	1.2	-0.38	91.8*	0.1	-4.1	16.9	0.1	92.0*	1.5
29	O=C(O)CC/C(=N\Nc1ccc(S(=O)(=O)N2CCCC2)cc1[N+](=O)[O-])c1cccs1	x	-1.81	98.7*	0.9	-1.6	-3.1	0	5.2	1.2
30	CSc1ccccc1NC(=O)c1noc2c1CCC2	1.6	0.17	-83.4	0.7	-14.9	17.8	1.8	28.9	1.1
31	O=C(c1ccc(S(=O)(=O)N2CCOCC2)cc1)N(c1ccc(F)cc1)C1C=CS(=O)(=O)C1 (centres undefined)	1.1	-0.25	7.0	1	-43.7	0.6	0.9	3.5	1.3
32	O=C(Nc1nncs1)c1cccc(S(=O)(=O)N2CCOCC2)c1	1.2	0.61	15.8	0.9	-4.3	-5.4	0.8	12.5	0.9
33	CCOC(=O)c1ccc(S(=O)(=O)N2CCNCC2)cc1	1	1.38	4.1	0.9	1.7	-5.3	1	5.2	1.2
34	O=C(Nc1ccc(O)cc1)c1ccc(C(=O)c2ccccc2)o1	1.3	-3.25*	16.3	0.8	-2.8	-0.8	0.8	15.0	0.8
35	Cc1snc(S(=O)(=O)/C(C#N)=N/Nc2cccc(C(F)(F)F)c2)c1C#N	x	0.48	99.3*	0.9	89.9*	-6.4	0	12.1	1.5
36	COc1ccc(C(=O)Nc2ccccc2C(=O)NCCCn2ccnc2)cc1	1.1	0.53	100.1*	0.2	5.1	7.0	0	85.0*	1.2
37	CC(C(=O)NCc1ccco1)n1nc(-c2ccccc2)c2cc(Cl)ccc21 (centres undefined)	1.1	x	33.6	0.8	-10.0	-1.8	0.7	23.5	0.6
38	CC(NC(=O)C12CC3CC(CC(C3)C1)C2)C(=O)NCCN(C)C (centres undefined)	1.2	-0.02	8.9	1	7.1	-1.4	0.9	-2.2	0.9
39	COC(=O)C1=C(C)N(c2ccc(F)cc2)C(=O)C1	1	0.06	3.4	0.4	-24.0	-1.1	1	59.7*	1.1
40	CC(=O)Nc1cccc(NC(=O)C2CCCN2C(=O)Nc2ccc(Cl)cc2)c1 (centres undefined)	1	0.35	42.0	0.8	-10.8	-0.5	0.6	17.7	1.1
41	COc1ccc(-c2coc3cc4oc(=O)cc(C)c4cc23)cc1F	x	-0.45	10.7	0.4	24.7	0.8	0.9	57.8*	1
42	Cc1ccc(SCCC(=O)NCCSCc2ccccc2C)cc1	x	1.31	80.9*	0.7	20.1	-3.2	0.2	33.4	1
43	Cn1c(C(=O)OC(C(=O)NCc2ccco2)c2ccncc2)cc2sccc21 (centres undefined)	1.1	-0.09	89.9*	0	-1.2	0.5	0.1	97.6*	0.9
44	CCC1(C)Cc2c(sc3c2c(=O)n(C)c2nnc(SCc4ccccc4)n32)CO1 (centres undefined)	1.1	-0.04	15.2	0.9	-5.9	-0.1	0.8	8.1	0.9
45	Cc1ccc(CSCC(=O)N2CCOCC2)cc1	1.2	0.74	-15.4	0.3	-32.3	-1.0	1.2	74.9*	0.9
46	COc1ccc(C2C(C(=O)Nc3cc(C)on3)c3ccccc3C(=O)N2C)cc1 (centres undefined)	1.1	0.29	68.8*	0.8	4.2	-2.4	0.3	22.0	1.1
47	CC1CCc2cc(F)ccc2N1C(=O)c1cnc2sccn2c1=O (centres undefined)	x	x	-3.3	1	6.8	-2.6	1	-2.3	1
48	COc1ccc(N2CC(C(=O)NCCC3=CCCCC3)CC2=O)cc1 (centres undefined)	1.2	0.48	11.3	0.7	-9.8	-5.6	0.9	29.2	1.7
49	Cc1cc(S(=O)(=O)NCC(C)C)ccc1OCC(=O)N1CCOCC1	1.2	-0.1	-13.0	1.1	-30.4	-1.3	1.1	-12.8	0.9
50	O=C(O)CCc1ccc(-c2cccs2)o1	1.2	-0.62	7.3	1	7.8	-2.5	0.9	-0.8	0.9
51	O=C(CC1(O)C(=O)Nc2ccccc21)c1ccc2c(c1)OCO2 (centres undefined)	1.3	-0.2	19.9	1	1.9	-0.1	0.8	-2.3	0.8
52	Cc1onc(-c2c(F)cccc2Cl)c1C(=O)Nc1sc2c(c1C(N)=O)CCC2	1.1	-1.98	74.5*	0.8	-1.9	0.3	0.3	20.7	0.9
53	CS(=O)(=O)N1CCN(C(=O)c2ccccc2)C1	1.1	0.96	-16.3	0.9	-0.6	0.5	1.2	8.1	1

Compound profiles (already shown). Order of screens: MT1-MMP txn act	PTK2B oligo ant	CYP2C9 inh	CYP2C19 act	CD11b adhes inh	Mac1 fbg enh	CYP2C9 act	CYP2C19 inhib	PLAP act
Entry for `O=C(c1ccc(S(=O)(=O)N2CCOCC2)cc1)N(c1ccc(F)cc1)C1C=CS(=O)(=O)C1` (centres undefined) = 1.1	-0.25	7.0	1	-43.7	0.6	0.9	3.5	1.3
Entry for `COc1ccc(C2C(C(=O)Nc3cc(C)on3)c3ccccc3C(=O)N2C)cc1` (centres undefined) = 1.1	0.29	68.8*	0.8	4.2	-2.4	0.3	22.0	1.1

Part of the list above, reduced to PLAP act, CYP2C19 act and MT1-MMP txn act.
cpd | SMILES | PLAP act | CYP2C19 act | MT1-MMP txn act
32 | O=C(Nc1nncs1)c1cccc(S(=O)(=O)N2CCOCC2)c1 | 0.9 | 0.9 | 1.2
24 | Brc1c(CSc2nncn2-c2ccccc2)nc2ncccn12 | 1 | 0.8 | 1.1
5 | CCN(CC)C(=O)CSc1nnc(-c2ccncc2)n1N | 1 | 1 | 1.1
